OX1R antag-1: antagonists of human orexin 1 receptor (OX1R). OX1R-expressing cells, FRET antagonist read-out. 1.8% of 330,000 active. Orexin/Hypocretin receptor type 1 (Homo sapiens), O43613. AID 485270, 2010. inhibition, % at 6.6 µM; in the data active = inhibition mostly above about 38%, no sharp cut-off; inactive = mostly below about 40%;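 also: 0% = agonist challenge alone and 100% = reference antagonist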
Target sequence (O43613 whole entry, looked up): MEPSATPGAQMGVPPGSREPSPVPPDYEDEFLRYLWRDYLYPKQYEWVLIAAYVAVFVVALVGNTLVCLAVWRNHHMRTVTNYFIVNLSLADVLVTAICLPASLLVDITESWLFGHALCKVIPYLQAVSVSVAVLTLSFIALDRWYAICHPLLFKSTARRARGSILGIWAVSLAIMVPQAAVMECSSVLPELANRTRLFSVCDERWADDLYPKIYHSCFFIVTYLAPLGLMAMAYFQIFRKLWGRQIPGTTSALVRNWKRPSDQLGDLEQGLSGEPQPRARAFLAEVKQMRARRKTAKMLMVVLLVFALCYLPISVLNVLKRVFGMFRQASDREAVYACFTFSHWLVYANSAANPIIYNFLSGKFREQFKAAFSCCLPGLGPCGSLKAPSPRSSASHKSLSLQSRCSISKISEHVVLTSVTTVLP
OX1R antag-2: OX1R (HCRTR1) antagonists, primary screen, fluorescence, CHO/OX1R cells, Fluo-8 calcium, orexin A | Orexin/Hypocretin receptor type 1 (Homo sapiens), O43613 | Fluo-8 calcium fluorescence | inhibition, % at 5 µM | 0.43% of 330,000 active | AID 434989, 2010;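 active = inhibition above its plate's threshold, mean inhibition of all tested compounds on the plate plus 3 SD, cut at about 37% in these data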;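 also: 0% = orexin A challenge wells and 100% = SB-334867-A antagonist wells; not every result past the cut was called active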
* = called active by the depositor.

SMILES	OX1R antag-1	OX1R antag-2
Cc1ccc(NS(=O)(=O)c2ccc(F)cc2)nc1	5.6	-1.9
COc1ccc(CCC(=O)NCc2ccc3c(c2)OCO3)cc1	13.8	-5.6
COc1cc(/C=C2/CCc3ccccc3C2=O)cc(OC)c1OC	7.5	-52.6
CCOC(=O)c1sc2nc(NC(=O)COc3ccccc3)sc2c1C	-1.3	-0.8
CC(OC(=O)C1CC1C)C(=O)Nc1ncc(Cl)cc1Cl (stereo unspecified)	11.6	-8.7
COc1cc(-c2noc(-c3ccco3)n2)cc(OC)c1OC	16.8	-11.2
Cc1c(-c2ccc(Br)cc2)nc2ccccn12	12.8	-42.6
O=C1NCCCC1C(=O)N1CCN(C(=O)c2ccco2)CC1 (stereo unspecified)	3.8	-10.9
O=C(NNC(=O)c1cccc2ccccc12)c1ccccc1O	21.8	-0.3
CCOCCCNC(=S)NNC(=O)CCn1nc(C)c(Br)c1C	16.2	-11.2
COc1ccc(C(=O)N2CCN(C(=O)CC(C)C)CC2)cc1OC	5.0	-13.0
Cc1ccccc1NCC(=O)N/N=C/c1c(C)c(C(=O)c2ccc(Cl)cc2)n2ccccc12	8.2	-12.2
Nc1sc(-c2ccccc2)c(Cc2ccccc2)c1C(=O)O	9.0	-4.9
Cc1cccc(C)c1OCC(=O)NCc1nnc(SCC(=O)NC2CCCCC2C)n1C (stereo unspecified)	14.2	7.7
O=C(COc1ccc2ccccc2c1Br)N1CCOCC1	31.2	-8.2
CCOC(=O)c1c(-c2ccc(OC)cc2)csc1/N=C/N(C)C	27.8	-28.1
CCCCc1nnc(SCC(=O)Nc2nccs2)n1CC	-9.0	3.3
Cc1ccc(S(=O)(=O)Nc2ccc(S(=O)(=O)NC(C)(C)C)cc2)cc1	19.9	-6.5
CC1CC(=O)Nc2ccccc2N1C(=O)CSc1ncnc2sccc12 (stereo unspecified)	0.1	-8.6
O=C(Cn1cnc2c(nnn2Cc2ccccc2F)c1=O)OCc1ccccc1	10.1	68.5*
O=S(=O)(c1ccc(SCCOc2cccc(Br)c2)nc1)N1CCCC1	0.5	-8.7
O=C(NCc1ccc(Cl)cc1)c1ccc(-c2ccccc2C(F)(F)F)o1	12.8	-27.2
O=C(N/N=C/c1ccco1)c1cc(-c2ccc(Br)s2)[nH]n1	10.0	10.2
Cc1ccc(C)c(NC(=O)CN(C)C(=O)c2ccc3[nH]c4c(c3c2)CC(C)CC4)c1 (stereo unspecified)	19.4	-14.4
CN(C)/C=C/c1onc(-c2c(Cl)cccc2Cl)c1C#N	7.2	-0.6
SMILES	OX1R antag-1	OX1R antag-2
FC(F)(F)c1nc2cc3nc4ccccc4[nH]c3cc2n1	53.9*	-9.2
C[C@@]12C(=O)Nc3cc(Cl)ccc3C(=O)N1[C@H]1c3cc(Cl)ccc3OC[C@@H]1[C@@H]2c1ccccc1	16.3	-1.3
S=c1[nH]nc(-c2cccnc2)n1/N=C/C(Cl)=C\c1ccccc1	14.2	-10.3
COc1cccc(/C=N/NC(=O)C(=O)NCc2cccnc2)c1OC	31.1	-32.4
CCN(c1ccccc1)S(=O)(=O)c1ccc(Cl)c(NC(=O)CSc2nnc(C)s2)c1	34.3	-27.1
CCOC(=O)C1CCN(C(=O)c2ccc(OCC(=O)Nc3ccc(OCC)cc3)c(OC)c2)CC1	21.0	-35.1
Cc1cccc(OCC(=O)NCC(=O)N/N=C/c2cc(Br)ccc2OCc2ccccc2)c1	5.0	-28.6
CCOC(=O)N1CCC(NC(=O)C2=C(C)C(=O)OC23CCC(C)CC3)CC1 (stereo unspecified)	1.0	-16.9
Cc1cc(C)c(S(C)(=O)=O)c(=O)[nH]1	5.0	-23.2
CCOc1ccccc1CNCCOC	4.0	2.3
FC(F)C(F)(F)C1=CC(c2cccs2)=NCCN1	13.0	2.2
CCOc1ccc(S(=O)(=O)NCc2ccncc2)cc1NC(=O)c1ccccc1	24.8	-14.3
CCOC(=O)c1cnc(-n2nc(C)cc2C)nc1N1CC(C)OC(C)C1 (stereo unspecified)	2.1	-31.4
CS(=O)(=O)N(CC(=O)NCCc1ccccc1)c1cccc([N+](=O)[O-])c1	10.1	-35.8
CCCCCc1c(O)nc(SCC(=O)NCC2CCCO2)[nH]c1=O (stereo unspecified)	13.9	-1.6
CC(C)(C)c1ccc(NC(=O)c2ccsc2)cc1	18.6	-11.3
COCCCNC(=O)[C@H](CSCc1ccccc1)N1Cc2ccccc2C1=O	20.2	-29.9
N#CCC(=O)N/N=C/c1cn(Cc2ccc(Cl)c(Cl)c2)c2ccccc12	6.1	-12.8
Cc1ccc(OCc2nnc(SCC(=O)C(C)(C)C)n2Cc2ccco2)cc1	14.5	-23.1
CN(CC(=O)Nc1ccccc1Br)C(=O)c1ccc2c(=O)n3c(nc2c1)CCC3	11.1	-20.2
COc1ccc(CCN(C)C(=O)COc2ccc(N(C)S(=O)(=O)c3ccc(C)cc3)cc2)cc1OC	11.2	-21.0
O=C(/C=C/c1ccc2ccccc2n1)N1CCN(S(=O)(=O)c2ccccc2F)CC1	8.3	-29.3
COc1cc(C(=O)Nc2nc(N)n(-c3ccccc3)n2)cc(OC)c1OC	10.7	-8.4
CCOc1cc(C(=O)N2CCC3(CC2)NCCc2[nH]cnc23)cc(OCC)c1OCC	-3.0	15.7
CCOC(=O)c1ccc(NC(=O)CCS(=O)(=O)c2cccc3nonc23)cc1	25.5	-7.4
SMILES	OX1R antag-1	OX1R antag-2
Cc1cccc(NC(=O)CSCC(=O)Nc2cccc(S(=O)(=O)N3CCCCCC3)c2)c1	22.4	-14.0
CCOc1cccc(C(=O)NC(=S)Nc2cccc(NC(=O)c3ccccc3Cl)c2)c1	34.0	10.2
Cc1ccc2nc(N3C(=O)CNC3=S)sc2c1	22.0	18.7
CC(=O)Nc1ccc(Nc2ccc([N+](=O)[O-])cn2)cc1	21.7	-4.7
COc1cc(/C=N/OCC(=O)Nc2ccc(OC(F)F)cc2)ccc1OCc1ccccc1	6.7	2.2
CC(=O)Nc1ccc(C(=O)NCCN2CCOCC2)cc1	-1.0	-3.4
O=C(NCCc1ccccc1)C(=O)NCc1ccncc1	12.4	-6.7
CN=C(c1ccc([N+](=O)[O-])cc1)N1CCCCC1	54.5	11.5
CCCc1nc(SCC(=O)NCc2ccco2)c2c(=O)n(C)c(=O)n(C)c2n1	12.6	-14.1
Cc1ccc(OCC(=O)N/N=C\c2cccs2)c([N+](=O)[O-])c1	11.8	-18.1
CCOC(=O)CN1CC23C=CC(O2)C(C(=O)NC2CCCCC2)C3C1=O (stereo unspecified)	14.2	-1.9
O=C(COC(=O)c1ccncc1)c1ccc(Cl)c(Cl)c1	15.5	-10.3
CC(NS(=O)(=O)c1ccc(F)cc1)C(c1cccs1)N1CCOCC1 (stereo unspecified)	11.8	-9.3
CCn1c(C)nc2cc(N)ccc21	23.7	-14.5
Nc1ccc(N2CCOCC2)cc1C(F)(F)F	12.9	-9.2
O=C(NCCCN1CCCCC1)C1(S(=O)(=O)c2ccc(Cl)cc2)CC1	11.4	-16.9
NC(=O)C1=C[C@H](c2coc3ccccc3c2=O)C[C@H](OCCCCO)O1	6.1	-13.1
O=C(COC(=O)c1cc(-c2ccco2)nc2ccccc12)NCc1ccccc1	15.2	-10.7
CCCCn1c(N)c(N(CC(C)C)C(=O)CCCc2nc3ccccc3s2)c(=O)[nH]c1=O	10.9	-16.7
CCOc1ccccc1NC(=O)C1CC(=O)n2ncnc2N1 (stereo unspecified)	17.1	-11.6
O=C(C[n+]1cccc2ccccc21)c1ccc(Br)cc1	38.1	-13.6
CN(C)/C=C1\C(=O)N(c2ccc(Oc3ccccc3)cc2)CS1=O (stereo unspecified)	9.9	-23.6
Cn1c(CCN2CCCCC2)nc2cc(NC(=O)C3CCCCC3)ccc21	17.6	-17.0
O=C(Cn1cnc([N+](=O)[O-])n1)N/N=C/c1ccc(O)cc1O	21.7	-8.9
COc1ccccc1CNS(=O)(=O)c1ccc2c(c1)N(C(C)=O)CC(C)S2 (stereo unspecified)	38.0	-18.5

Structures from the list above containing a nitro group on carbon (5):
SMILES	OX1R antag-1	OX1R antag-2
CS(=O)(=O)N(CC(=O)NCCc1ccccc1)c1cccc([N+](=O)[O-])c1	10.1	-35.8
CC(=O)Nc1ccc(Nc2ccc([N+](=O)[O-])cn2)cc1	21.7	-4.7
CN=C(c1ccc([N+](=O)[O-])cc1)N1CCCCC1	54.5	11.5
Cc1ccc(OCC(=O)N/N=C\c2cccs2)c([N+](=O)[O-])c1	11.8	-18.1
O=C(Cn1cnc([N+](=O)[O-])n1)N/N=C/c1ccc(O)cc1O	21.7	-8.9

Further structures follow.
SMILES	OX1R antag-1	OX1R antag-2
Cc1ccc(-c2cc(C(=O)Nc3ccc(S(=O)(=O)Nc4onc(C)c4C)cc3)[nH]n2)c(O)c1	-1.1	-3.1
COc1ccc(Br)cc1S(=O)(=O)Nc1cccc(C)n1	13.4	-6.3
O=C(N/N=C/c1ccc([N+](=O)[O-])cc1)c1cccc(N2CCCC2=O)c1	75.5*	-17.9
O=C(c1ccc(OC2CCN(Cc3cccc(OCCO)c3)CC2)cc1)N1CCCC1	4.0	-30.9
Cc1ccsc1CN(C)C(=O)CN1C(=O)NC(c2ccccc2)(c2ccccc2)C1=O	19.2	-0.6
CC1CCCN(S(=O)(=O)c2ccc(C(=O)Nc3nnc(-c4ccncc4)o3)cc2)C1 (stereo unspecified)	6.4	-32.3
O=C(C1CCCN1C(=O)c1cccs1)N1CCN(Cc2ccc3c(c2)OCO3)CC1 (stereo unspecified)	19.6	-14.6
O=C(Cn1c(-c2cscn2)nc2ccccc21)Nc1ccc2ccccc2c1	1.2	19.2
Cc1ccc(N2CCN(C(=O)C3CCCN(c4ncnc5c4nc4n5CCCCC4)C3)CC2)c(C)c1 (stereo unspecified)	11.1	-15.0
CCn1ncc(Br)c1C(=O)Nc1cccc(F)c1	5.7	-10.4
CC(C)CC(NC(=O)c1ccco1)C(=O)Nc1ccc2c(c1)OCCO2 (stereo unspecified)	10.7	-14.8
COc1ccc(N(CC(=O)N2CCN(Cc3ccccc3)CC2)S(C)(=O)=O)cc1Cl	1.6	-37.0
CCN(CC)C(=O)OCc1c(-c2ccccc2)ncc2ccccc12	20.0	-29.6
CC1CCCC(C(=O)O)N1C(=O)CCSSCCC(=O)N1C(C)CCCC1C(=O)O (stereo unspecified)	10.6	-8.6
NCCCC(=O)N1c2ccccc2Sc2ccc(Cl)cc21	-2.3	-24.2
C[N+](C)(C)C(Cc1ccccc1)C(=O)[O-] (stereo unspecified)	3.5	23.7
O=C(O)C1CCN(Cc2cccnc2)CC1	9.4	-11.8
CC(=O)Nc1ccc(N=NN2CCOCC2)cc1	19.1	5.3
Cc1cccc(C)c1NC(=O)COC(=O)c1nonc1N	16.4	-1.4
CC(=O)c1ccc(S(=O)(=O)N(C)CC(=O)N2CCCCCC2)cc1	-1.3	0.7
CCN1CCN(C(=S)Nc2ccc(Cl)cc2)CC1	5.3	-9.7
O=c1[nH]c(Nc2ccccn2)cc2ccccc12	26.5	-15.3
CC(c1ccco1)N(C(=O)c1ccc(C#N)cc1)c1ccccn1 (stereo unspecified)	12.7	-21.0
Cn1c(=O)c2c(ncn2CC(=O)N/N=C/C(Cl)=C/c2ccccc2)n(C)c1=O	1.4	-18.9
CC1=CS(=O)(=O)CC1Sc1nc2ccccc2[nH]1 (stereo unspecified)	1.8	10.5

Structures listed so far that have a tert-butyl group (3):
SMILES	OX1R antag-1	OX1R antag-2
Cc1ccc(S(=O)(=O)Nc2ccc(S(=O)(=O)NC(C)(C)C)cc2)cc1	19.9	-6.5
CC(C)(C)c1ccc(NC(=O)c2ccsc2)cc1	18.6	-11.3
Cc1ccc(OCc2nnc(SCC(=O)C(C)(C)C)n2Cc2ccco2)cc1	14.5	-23.1

An excerpt of these results, field by field.
O=C(N/N=C/c1ccc([N+](=O)[O-])cc1)c1cccc(N2CCCC2=O)c1
  OX1R antag-1: 75.5*; OX1R antag-2: -17.9
O=C(c1ccc(OC2CCN(Cc3cccc(OCCO)c3)CC2)cc1)N1CCCC1
  OX1R antag-1: 4.0; OX1R antag-2: -30.9

More compounds
SMILES	OX1R antag-1	OX1R antag-2
CCCC(=O)Nc1sc(-c2ccccc2)c(-c2ccccc2)c1C(=O)O	9.4	-5.1
N#Cc1c(N)nc2c(c1-c1ccc3c(c1)OCO3)CCCCCC2	9.3	-13.1
O=c1c2ccccc2nnn1Cc1ccc(Br)cc1	10.1	-23.4
O=C(NCC1CCS(=O)(=O)C1)Oc1ccccc1 (stereo unspecified)	17.7	1.8
CCOC(=O)Cn1c(=NC(=O)c2nc3ccccc3s2)sc2cc(S(N)(=O)=O)ccc21	22.5	-16.0
CCc1ccccc1NC(=O)c1cc(-c2ccc(F)cc2)on1	8.3	-1.4
CCOC(=O)c1ccc(Oc2ccc(C(F)(F)F)cn2)cc1	15.4	-3.8
O=S1CCCSC1c1cccnc1 (stereo unspecified)	20.8	-24.8
O=C(Oc1ccc(-c2ccccc2)cc1)C1C2CCCCC21 (stereo unspecified)	5.3	-1.6
CN(CCc1ccccc1)C1CCCN(S(=O)(=O)N(C)C)C1 (stereo unspecified)	11.5	-19.1
Cc1ccc(C(C(=O)NC2CCCCC2)N2CCN(C(=O)c3ccco3)CC2)cc1 (stereo unspecified)	14.8	-27.5
CCc1[nH]nc(C(=O)N2CCCC(Nc3ccc(C(C)C)cc3)C2)c1C (stereo unspecified)	10.2	-12.2
CCCCN(C(=O)NC(=O)Nc1cccc(C)c1C)S(C)(=O)=O	8.3	3.8
O=C(NCc1ccccn1)c1ccccc1OCc1ccc(F)cc1	10.6	-17.8
O=C(OCC(=O)c1c[nH]c2ccccc12)c1cccc([N+](=O)[O-])c1	15.7	10.7
CCOc1ccc(/C(CCC(=O)O)=N/NC(=S)NCCc2ccccc2)cc1	27.3	-18.3

Source: PubChem BioAssay (The Scripps Research Institute Molecular Screening Center)
